EP2 modulator – modulates human prostaglandin E2 receptor EP2 signaling; AID 940; hit rate 0.83% among 260,000; EP2-expressing cells, cAMP HTRF FRET, PGE2 co-stimulation; induction, % at 25 µM; P43116;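 active = compounds whose cAMP rise, as percent of the full-agonist control response, exceeds 60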;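 note: rat C6 glioma line stably carrying human EP2 under a CMV promoter; the protocol text gives 20 µM as final concentration; 100% = response of wells given 1 µM PGE2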
NPY Y1 blocker – NPY-Y1 (human) receptor antagonism. P25929. HEK293-CNG Y1 cells, membrane potential fluorescence; NPY at EC95, then isoproterenol. inhibition, % at 3.6 µM. hit rate 1% among 200,000;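 active = inhibition above the campaign mean inhibition of all tested compounds plus 3 SD, cut at about 20% in these data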;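 note: 0% = DMSO wells given NPY plus isoproterenol and 100% = isoproterenol alone without NPY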
Target sequence (P25929 whole entry, looked up): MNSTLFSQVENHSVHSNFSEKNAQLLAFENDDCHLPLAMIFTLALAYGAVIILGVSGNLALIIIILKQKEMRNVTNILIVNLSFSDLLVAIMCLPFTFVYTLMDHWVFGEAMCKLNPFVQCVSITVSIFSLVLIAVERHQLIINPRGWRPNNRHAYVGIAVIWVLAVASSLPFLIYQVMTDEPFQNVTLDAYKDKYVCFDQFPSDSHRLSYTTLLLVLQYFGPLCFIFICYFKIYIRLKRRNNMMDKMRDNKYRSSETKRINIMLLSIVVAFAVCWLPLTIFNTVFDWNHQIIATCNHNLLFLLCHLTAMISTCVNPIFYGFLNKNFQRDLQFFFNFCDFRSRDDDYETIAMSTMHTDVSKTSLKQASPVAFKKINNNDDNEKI
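Test system: HEK293 cells co-expressing NPY Y1 receptor and cyclic-nucleotide gated channel; Also added: NPY (25 nM), isoproterenol (1 µM), Ro 20-1724 (25 µM); Compound dosing: one concentration, 3.6 µM, in 0.4% DMSO; Timing: dye 3 h, compound 60 min room temperature, stimulation 45 min; Technique: Membrane-potential fluorescent dye readout.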
zfTRPN1 agonist – agonists of zebrafish TRPN1 channel | HEK293 zebrafish TRPN1-YFP, Fluo-8 calcium fluorescence; 100% = response to 87 µM carbachol | activation, % at 3 µM | hit rate 0.18% among 220,000;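 active = activation above its plate's cutoff, the mean activation of test wells on that plate plus 3 SD, cut at about 19% in these data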;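 note: 0% = DMSO alone and 100% = 87 µM carbachol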
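Material: zebrafish TRPN1-YFP in HEK293 cells; Doses: single test compound dose, 3 µM nominal, 0.3% DMSO; Timing: dye loading 1 h at 37 °C, then 30 min room temperature; Technique: intracellular calcium fluorescence with Fluo-8; Benchmarks: high carbachol 87 µM, low DMSO alone.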
TRPML3 ag – activates the human TRPML3 channel | AID 1448 | activation, % at 3 µM | hit rate 0.29% among 220,000 | Q8TDD5 | HEK293 TRPML3-YFP, Fluo-8 calcium fluorescence; 100% = the carbachol control signal;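 active = activation above its plate's cutoff, the mean activation of the plate's test wells plus 3 SD, cut at about 12% in these data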;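 note: 0% = DMSO only wells and 100% = carbachol wells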
Target sequence (Q8TDD5 whole entry, looked up): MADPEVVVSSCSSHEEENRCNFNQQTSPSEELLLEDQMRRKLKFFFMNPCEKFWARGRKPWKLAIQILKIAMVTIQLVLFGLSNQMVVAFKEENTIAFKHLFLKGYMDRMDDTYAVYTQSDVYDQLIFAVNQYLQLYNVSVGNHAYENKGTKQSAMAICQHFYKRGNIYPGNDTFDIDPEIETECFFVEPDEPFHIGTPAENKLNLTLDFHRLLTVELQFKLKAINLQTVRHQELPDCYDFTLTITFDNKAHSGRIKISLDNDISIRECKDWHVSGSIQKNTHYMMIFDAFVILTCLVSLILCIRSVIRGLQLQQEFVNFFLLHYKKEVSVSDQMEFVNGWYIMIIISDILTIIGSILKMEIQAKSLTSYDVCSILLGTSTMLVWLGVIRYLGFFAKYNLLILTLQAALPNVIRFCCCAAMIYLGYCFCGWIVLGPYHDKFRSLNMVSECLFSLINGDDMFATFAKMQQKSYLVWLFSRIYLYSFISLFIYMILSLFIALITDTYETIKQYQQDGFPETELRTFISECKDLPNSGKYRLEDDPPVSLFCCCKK
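Test system – HEK293 line with stable expression of human TRPML3-YFP channel · Control set – carbachol 87 µM final as high control (100%), DMSO as low control (0%) · Signal – Fluo-8 calcium dye fluorescence, ex 470-495, em 515-575 nm · Incubation – 1-h 37 °C dye load, 5-s basal, 120-s post-compound reads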
14-3-3 Bad PPI – disrupts binding of bovine 14-3-3 zeta to phospho-Bad peptide; P63103; TR-FRET 14-3-3zeta/Dy647-pBad peptide displacement, 1 h; inhibition, % at 21.7 µM; hit rate 0.71% among 220,000;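 active = inhibition above about 70%, limit read from the data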;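 note: 0% = full 14-3-3 plus peptide FRET controls and 100% = background without 14-3-3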
NPY1 pot ag – potentiators or agonists of human neuropeptide Y receptor Y1 | hit rate 0.37% among 220,000 | AID 1304 | NPY-Y1 expressing cells, potentiator/agonist activation | P25929 | activation, % at 3.6 µM; in the data active = activation above about 33%, passing the limit was not always enough;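 note: cells stimulated with NPY at EC10 then isoproterenol at EC100; 0% = low agonist plus stimulus and 100% = saturating agonist plus stimulus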
EP2 antag – EP2 receptor (human) inhibition. P43116. C6 glioma cells expressing human EP2, cAMP TR-FRET; cells stimulated with saturating PGE2. inhibition, % at 25 µM. hit rate 0.52% among 260,000;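 active = percent inhibition above 40 after rounding to a whole number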;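 note: rat C6 glioma host cells with rolipram phosphodiesterase inhibitor present; the protocol text gives 20 µM as final concentration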
PPC-1+TRAIL kill – kills PPC-1 cancer cells in the presence of TRAIL; PPC-1 cells + TRAIL, ATPLite viability luminescence; hit rate 0.41% among 220,000; cell killing (% activity), % at 4 µM;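 active = cell killing above 50% in the first pass at 4 µM, then a duplicate retest at 5 µM averaging 50% or more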;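 note: plate controls were cells with TRAIL plus DMSO for no effect and medium-only wells lacking cells for full effect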
CHOP inhibitor – CHOP inhibition in unfolded protein response. CHO-K1 CHOP-promoter luciferase, tunicamycin-induced, 15-18 h. AID 2732. inhibition, % at 10 µM. hit rate 3.8% among 220,000;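 active = compounds that reduced the stress-induced luciferase reporter signal by more than about 70% of percent inhibition, limit read from the data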;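 note: 0% = tunicamycin plus vehicle and 100% = wells without tunicamycin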
* marks the source's active call; other numbers are inactive results; / = no result given; & = joins results of further samples; [ ] = another dose, or the depositor's remark. The list is partial; rates above refer to the full screens.

no.	structure	EP2 modulator	NPY Y1 blocker	zfTRPN1 agonist	TRPML3 ag	14-3-3 Bad PPI	NPY1 pot ag	EP2 antag	PPC-1+TRAIL kill	CHOP inhibitor
1	Cc1ccc(NC(=O)C2CCCN(S(=O)(=O)c3c(C)noc3/C=C/N(C)C)C2)cc1F (configuration not stated)	8.7	-5.0	1.9	1.5	4.8[fluorescence artefact?]	17.2	14.0	6.1	33.8
2	Cc1ccc(S(=O)(=O)NCc2nnc(SCC(=O)Nc3cccc(C)c3C)n2C)cc1	6.9	6.6	-0.1	0.1	3.9	-8.7	3.3	5.3	-20.4
3	O=C(/C=C/c1ccc(O)c(O)c1)c1ccc(S(=O)(=O)N2CCCCCC2)cc1	-31.8	-1.5	0.6	0.8	-0.1	7.9	6.3	-1.7	9.5
4	COc1ccccc1C1CC(c2ccc(C)cc2)Nc2ncnn21 (configuration not stated)	-22.6	13.7	0.5	2.0	-10.2[fluorescence artefact?]	-14.2	0.9	18.3	-16.7
5	O=C(NNc1c(Cl)cccc1Cl)c1sccc1Cl	-5.2	/	-1.4	-1.3	-16.9	-18.9	9.5	9.1	-5.7
6	COC(=O)/C(C#N)=C1/C=Cc2ccccc2N1	11.3	0.8	-1.3	0.0	-5.5	21.4	7.6	22.8	-13.4
7	O=C(NC(=O)c1ccc(Cl)c(Cl)c1)OC1CCS(=O)(=O)C1 (configuration not stated)	2.3	-1.7	1.2	1.7	10.9	15.6	0.2	19.9	6.1
8	Cc1ccc(-c2nn[nH]n2)cc1Cl	-9.9	/	-2.2	0.8	4.0	-20.0	0.3	-13.7	-5.9
9	CC1CCc2c(sc3ncnc(NS(=O)(=O)c4cccs4)c23)C1 (configuration not stated)	-28.4	5.9	-0.2	0.4	2.7	9.3	4.4	14.7	-11.1
10	COCCSc1nnc(NC(=O)C2CC(=O)N(c3ccc(OC)cc3)C2)s1 (configuration not stated)	11.8	3.7	-0.2	-0.3	-10.2	1.2	10.9	9.2	4.8
11	Cc1cc(/C=C(\C#N)C(=O)Nc2ccccc2F)c(C)[nH]1	-70.1	-8.5	0.6	1.2	-6.7	35.7	1.3	-1.2	-3.2
12	COc1cccc(C(=O)OC2CCCN(C)C2)c1 (configuration not stated)	13.1	10.2	0.5	0.8	21.8	-19.6	7.8	18.6	16.6
13	O=C(NCCc1ccccc1)c1nc2ncccn2n1	18.2	-0.4	0.9	1.1	-3.5	-12.2	3.8	11.2	57.2
14	O=C(O)CCCCCN1C(=O)/C(=C\c2ccc(-c3ccc(Cl)cc3)o2)SC1=S	53.1	/	1.0	1.1	70.6*	0.1	10.2	-0.6	69.4
15	OC(COCC1COc2ccccc2O1)CN1CCc2ccccc2C1 (configuration not stated)	-13.2	16.2	-0.4	-0.7	13.5	-29.9	14.3	-6.1	33.1
16	COc1ccccc1Nc1nc(N)nc(CSC(=S)N2CCOCC2)n1	-25.6	/	2.0	-0.2	-9.2	-6.7	15.0	-6.4	9.0
17	CN1CCN(c2nc(-c3ccccc3)cc(C(F)(F)F)n2)CC1	8.2	3.3	0.0	0.6	4.5	-19.5	7.4	35.8	42.7
18	NS(=O)(=O)c1ccc(CCNS(=O)(=O)c2ccc(Cl)nc2)cc1	-39.0	/	0.5	0.1	0.7	-13.9	1.8	3.7	-2.7
19	COc1cc(CO)ccc1Oc1nc2ccccc2n2cnnc12	-27.5	/	-1.1	0.8	-8.8	10.6	9.2	4.1	6.6
20	CCOC(=O)Nc1ccc2c(c1)ncn2C1CCCCC1	-7.0	-3.3	-0.8	0.3	6.3[fluorescence artefact?]	-13.0	6.2	31.5	-11.8
21	COC(=O)c1cccc(NC(=O)CN2CCOCC2)c1	-0.4&-22.9	-4.2	0.3	0.3	-0.7	13.3	4.6&17.3	22.6	71.7*
22	O=C(Cn1ccc(=O)[nH]c1=O)NCCO	6.6	1.1	0.1	1.1	-7.6	4.9	1.9	12.9	-6.7
23	COc1cc(C2=NOC(C(=O)Nc3cccnc3)C2)cc(OC)c1OC (configuration not stated)	13.7	4.6	1.1	0.1	-4.8	-9.8	3.8	1.0	-9.1
24	O=C(Nc1ccc(Cl)cc1C(=O)N1CCOCC1)c1cccc([N+](=O)[O-])c1	-11.3	6.2	1.5	0.6	-23.3[fluorescence artefact?]	-9.5	11.2	11.8	11.4
25	COc1cc(C(O)P(=O)(OCC(C)C)OCC(C)C)cc(OC)c1OC (configuration not stated)	11.8	3.5	-0.2	0.6	4.8[fluorescence artefact?]	-0.3	4.0	-3.4	5.5
26	Cc1cc(C)cc(OCC(=O)Nc2ccc3c(c2)OCCO3)c1	-42.5	15.6	-2.4	-1.2	-2.2	-11.6	6.0	/	-4.8
27	COC(=O)c1ccccc1NC(=O)C/C(C)=N/NC(=O)CC#N	17.5	0.7	1.8	0.7	-13.4	12.0	7.8	0.0	33.7
28	O=C(/C=C/c1ccccc1)N1c2ccccc2Sc2ccc(C(F)(F)F)cc21	42.1	8.3	1.8	-0.3	19.5[fluorescence artefact?]	-11.3	11.8	4.2	70.5*
29	Cc1ccc(-c2nnc(COc3cccc(-n4cnnn4)c3)o2)cc1	-16.2	7.0	1.4	0.6	10.7[fluorescence artefact?]	-11.2	2.0	-6.2	15.4
30	CC(=O)Nc1cccc(OCCCNC(=O)c2ccc(F)cc2)c1	-23.3	/	-0.9	0.6	3.4	-9.7	11.2	12.0	5.8
31	O=C(OCc1ccccc1)C1CCCN1C(=O)c1ccccc1[N+](=O)[O-] (configuration not stated)	15.0	0.1	-3.1	-0.4	-0.6	-3.1	10.2	9.2	14.1
32	CCOC(=O)C1=C(C)N=C2SC(CC)C(=O)N2C1c1cccc(F)c1 (configuration not stated)	30.8	-2.7	-2.3	-1.2	2.5	-7.8	11.3	8.2	35.5
33	COc1ccc2[nH]c3nc(SCC(=O)Nc4ccc5c(c4)OCO5)nnc3c2c1	-33.4	6.1	0.0	0.9	36.8	-7.3	11.1	-3.2	33.3
34	CCc1c(C)nc2ncnn2c1Nc1ccc(C#N)c(Cl)c1	31.4	-3.4	1.0	0.1	33.3	-3.0	8.8	13.7	-6.9
35	COc1ccccc1-n1c(-c2cn(C)nc2C)n[nH]c1=S	-88.8	-3.5	0.5	0.6	-21.7	4.9	3.0	15.0	0.0
36	S=C(Nc1ccccn1)Nc1ccccc1Cl	32.5	-0.8	-0.1	0.8	-3.7	4.5	3.3	-1.6	36.9
37	NC(=O)c1nn(-c2ccc(Cl)cc2Cl)c(=O)cc1O	33.2	-2.4	1.8	0.2	-16.3	-8.9	3.6	5.8	0.0
38	CC(=O)c1ccc(Nc2c3c(nc4ccccc24)CCCC3)cc1	9.5	/	-1.8	-1.0	-1.9	4.5	12.3	5.7	6.9
39	COCCCNC(=S)N1CCC(C(=O)c2ccc3c(c2)OCCO3)CC1	-7.3&-18.6	-3.9	2.6	1.2	-5.5	-2.3	9.0&9.1	-2.0	22.6
40	O=C(COC(=O)C1CCN(S(=O)(=O)c2cccs2)CC1)Nc1ccc(F)cc1F	-7.2	/	2.1	2.5	-1.7	-3.2	12.1	8.6	-7.6
41	O=C(NCc1cccnc1)C1CCCN(S(=O)(=O)c2cccc3nsnc23)C1 (configuration not stated)	12.2	-8.6	1.1	0.2	4.9	-10.6	4.2	9.6	10.6
42	O=C(N/N=C1\CCCc2ccccc21)c1cccc([N+](=O)[O-])c1	-10.6	-1.3	-0.7	0.2	-11.0[fluorescence artefact?]	-1.2	0.1	1.3	33.1
43	CC(C)Oc1ccc(C(=O)Nc2ccc([N+](=O)[O-])cc2)cc1	-28.6	-4.3	4.3	3.0	0.2	1.6	3.6	12.4	-13.6
44	CCOC(=O)C1(CCCc2ccccc2)CCN(C(=O)c2cnc(C)cn2)CC1	9.8	2.4	0.9	0.1	-13.9	3.7	8.8	3.1	29.2
45	CC(=O)Nc1ccccc1OCC(=O)NCCC1=CCCCC1	-18.3	-0.6	3.5	2.2	-3.6	16.4	5.1	25.6	9.0
46	CC[C@H](C)[C@H](NC(N)=O)C(=O)Nc1ccc(C)cc1	0.9	3.4	1.6	-0.5	-0.2[fluorescence artefact?]	-8.7	7.7	5.1	8.2
47	Cc1nn(C)c2ncc(C(N)=O)c(Oc3ccc(Cl)cc3)c12	11.1	/	0.7	0.5	-9.6	17.0	9.3	-5.4	15.9
48	Cc1ccnc(SCC(=O)N2CCN(c3ccccc3)CC2)n1	27.1	1.3	0.5	0.4	-6.0[fluorescence artefact?]	-6.2	0.6	26.5	18.4
49	CCc1ccc(NC(=O)CNC(=O)c2cn(-c3ccccc3OC)c(=O)c3ccccc23)cc1	-3.5	3.2	-0.4	0.1	8.9	-28.7	6.1	29.7	30.4
50	COc1ccc(C(=O)NCc2nnc(SCC(=O)Nc3cc(C)on3)o2)cc1OC	19.5	-2.9	0.1	1.1	-10.5	-11.2	5.3	-6.0	-2.1
51	CCOC(=O)c1cc(-c2ccc(OC(F)F)cc2)nc2nc(SC)[nH]c(=O)c12	12.8	2.0	1.2	-0.1	15.0[fluorescence artefact?]	-2.0	16.3	12.0	9.5
52	Nc1nc(Nc2ccccc2)nc(NCc2ccccc2)c1[N+](=O)[O-]	38.5	/	-3.7	-1.2	4.0	16.9	4.8	4.4	25.8
53	CCOC(=O)c1c(C)[nH]c(C)c1C(=O)CN1C(=O)NC2(CCC(C)CC2)C1=O (configuration not stated)	0.6	6.6	-2.6	0.5	-3.2	4.1	12.6	20.8	43.2
54	Cc1csc(CN(C)C(=O)CC2C(=O)NCCN2Cc2ccc(-c3ccccc3)cc2)n1 (configuration not stated)	0.2	-1.7	2.7	1.5	-9.8	8.2	11.9	/	21.7
55	Cc1ccc(C(=O)NCCSCc2ccccc2)cc1[N+](=O)[O-]	-57.1	0.7	0.2	-0.5	0.5	-14.8	3.9	20.0	30.4
56	COc1ccc(/C=C(\C#N)C(=O)Nc2cc(S(=O)(=O)N3CCCCC3)ccc2N2CCCCC2)cc1	-7.8	0.4	0.6	1.4	0.4	3.5	3.9	10.6	28.0
57	Cc1cccc(C2c3[nH]c4ccccc4c3CCN2C(=O)c2noc3c2CCCC3)n1 (configuration not stated)	-37.9	-0.8	-0.6	0.3	-8.9	2.4	2.2	9.0	32.2
58	COc1ccccc1C(=O)NCC(=O)OC(C)C(=O)NC(=O)NC1CCCCC1 (configuration not stated)	32.4	6.2	0.2	0.9	4.6[fluorescence artefact?]	1.5	14.8	0.8	-1.1
59	N#CC1=C(N)Oc2cc(O)ccc2C1C1CCCCC1 (configuration not stated)	-19.0	-5.2	1.1	1.2	1.2	10.8	7.4	6.2	43.3

Source: PubChem (several laboratories)
